# Screens as filed in PubChem BioAssay.
# APE1 inh = inhibitors of human APE1 endonuclease; recombinant APE1, TAMRA/BHQ-2 abasic DNA cleavage fluorescence; P27695; Potency, µM (doses to about 65.8 µM), without a hit: at the top dose activity change, negative = inhibition, hits mostly inhibitors; 0.35% of 350,000 active; AID 2517;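 further: potency means the concentration at half of the fitted maximal effect; plate controls were vehicle for no effect and reference inhibitor for full effect; nearly all actives have a fitted effect of over 55% in size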
#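 Compound pre-exposure to 0.75 nM APE1, 15 min at ambient temperature. Reaction initiated with 50 nM TAMRA/BHQ-2 THF substrate, read immediately in kinetic mode, 525 nm excitation, 598 nm emission.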
# ERG-DNA inh = inhibitors of human ERG Ets domain-DNA interaction; P11308; fluorescence polarization, His-ERG Ets domain / labelled DNA; Potency, µM (doses to about 76.9 µM), for the others: at the top dose FP activity, negative = inhibition, usual class: inhibitors; 0.028% of 370,000 active; AID 624246; active means well fitted inhibition curve with a large enough effect in the polarisation, with a control signal flat; inconclusive means small, poorly fitted or top-dose-only effect, or effect the other way, or a change in a side signal; inactive means no such curve, though single readings can be large or run the other way; the % refers to the polarisation;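 further: polarization taken with two DNA probes labelled with fluorescein and Texas red; potency means the concentration at half of the fitted maximal effect; % of control where 0% means no effect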
#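 His-tagged ERG Ets domain (1 uM in the protein solution; 300mM KCl, 50mM Tris-HCl, 1mM EDTA, 1mM DTT, pH 7.5) received compound, then a probe mix of 5 nM fluorescein-DNA and 100nM Texas-615-DNA. Fluorescence polarization was read for both dyes.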
# TRHR agonist = agonists of human TRH receptor | P34981 | TRHR cells, calcium flux fluo-8, FDSS agonist mode | activation, % at 2 µM | 0.18% of 360,000 active | AID 493084; in the data active means activation above about 30%; further: 0% is about no effect
#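 In this calcium-flux screen, cells bearing human TRHR are dye-loaded with fluo-8, baselined for 10 cycles, then exposed to library compounds; positive kinetic calcium responses during the agonist phase mark hits, with TRH as control.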
# Pol beta inh = blocks human DNA polymerase beta activity. Pol beta primer extension/strand displacement, fluorescence kinetic. Potency, µM (top dose mostly 114 µM), for the others: at the top dose activity change, negative = inhibition, usual class: inhibitors. 1.3% of 340,000 active. AID 485314; further: potency means the concentration at half of the fitted maximal effect; on the % scale 0 is the no-effect control and ±100 the full control effect
#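 Pol beta (10 nM) was preincubated with compound for 15 min at room temperature. The reaction was then started with 50 nM substrate and read immediately and after a further 10 min at room temperature.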
# 12-LOX inh = inhibitors of human 12S-lipoxygenase ALOX12; P18054; purified 12hLO, xylenol orange hydroperoxide absorbance; Potency, µM (titrated, usually from 108 µM), for inactives: at the top dose activity change, negative = inhibition, actives largely listed as inhibitors; 1.1% of 580,000 active; further: potency means the concentration at half of the fitted maximal effect; on the % scale 0 is the no-effect control and ±100 the full control effect
#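 Purified human 12hLO (150 nM final) in 25 mM Hepes, 0.01% Triton X-100, pH 7.0 was preincubated 15 min at room temperature with compound. Then 40 uM arachidonic acid was added, 30 min. Hydroperoxide was read by Fe-XO absorbance ratio 573/405 nm.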
# Pol kappa inh = inhibitors of human DNA polymerase kappa; Potency, µM (doses to about 107 µM), for the others: at the top dose activity, negative = inhibition, actives largely listed as inhibitors; Q9UBT6; purified Pol kappa, fluorescent DNA synthesis assay, 10 min; 0.53% of 400,000 active; further: potency means the concentration at half of the fitted maximal effect; on the % scale 0 is the no-effect control and ±100 the full control effect
# Target sequence (Q9UBT6 whole entry, looked up): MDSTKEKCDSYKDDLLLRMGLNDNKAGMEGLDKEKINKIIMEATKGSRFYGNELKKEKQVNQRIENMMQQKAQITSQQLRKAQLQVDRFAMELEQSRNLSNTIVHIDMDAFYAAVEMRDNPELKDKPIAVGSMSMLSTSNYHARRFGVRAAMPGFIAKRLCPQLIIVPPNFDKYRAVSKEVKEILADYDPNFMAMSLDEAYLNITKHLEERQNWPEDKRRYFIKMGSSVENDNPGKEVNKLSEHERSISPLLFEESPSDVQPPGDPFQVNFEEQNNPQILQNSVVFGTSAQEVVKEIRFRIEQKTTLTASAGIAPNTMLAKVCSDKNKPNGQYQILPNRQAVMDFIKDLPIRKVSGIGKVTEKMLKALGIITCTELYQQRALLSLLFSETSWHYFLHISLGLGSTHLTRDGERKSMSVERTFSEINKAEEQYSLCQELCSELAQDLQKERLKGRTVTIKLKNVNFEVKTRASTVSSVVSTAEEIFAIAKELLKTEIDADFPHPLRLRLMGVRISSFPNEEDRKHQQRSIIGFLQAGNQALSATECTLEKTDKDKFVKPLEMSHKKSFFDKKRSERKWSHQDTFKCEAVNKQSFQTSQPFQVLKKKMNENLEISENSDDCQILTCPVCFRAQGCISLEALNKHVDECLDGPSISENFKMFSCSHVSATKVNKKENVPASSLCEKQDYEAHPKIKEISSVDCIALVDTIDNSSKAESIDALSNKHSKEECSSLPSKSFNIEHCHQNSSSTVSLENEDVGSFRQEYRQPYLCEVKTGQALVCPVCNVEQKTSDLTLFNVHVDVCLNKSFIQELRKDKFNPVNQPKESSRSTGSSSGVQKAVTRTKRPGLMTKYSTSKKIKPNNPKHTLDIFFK
#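 Inhibition of 10 nM Pol kappa is measured by a fluorescent read-out at 0 and 10 min following addition of 50 nM substrate (final), with a 15-min room-temperature compound preincubation.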
# Apoferritin bind = binds horse apoferritin like a general anesthetic; apoferritin/1-aminoanthracene competitive binding, fluorescence; Potency, µM (series often up to 77.5 µM), without a hit: at the highest dose activity change, negative = displacement, actives largely listed as inhibitors; 0.074% of 350,000 active; AID 485281; P02791; further: potency means the concentration at half of the fitted maximal effect; on the % scale 0 is the no-effect control and ±100 the full control effect; nearly all actives have a fitted effect of over 20% in size
# Target sequence (P02791 2-175 limits assumed): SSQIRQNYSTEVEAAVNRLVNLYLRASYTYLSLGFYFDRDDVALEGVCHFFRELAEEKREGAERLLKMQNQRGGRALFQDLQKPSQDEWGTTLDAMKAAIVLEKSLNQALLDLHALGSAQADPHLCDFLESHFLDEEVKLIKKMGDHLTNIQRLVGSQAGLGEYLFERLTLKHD
#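 Horse-spleen apoferritin (10 uM) was mixed with 50% saturated 1-aminoanthracene in PBS, exposed to compounds for 10 min at room temperature, and read for fluorescence (ex 380 nm, em 535 nm). Competitive displacement was fitted with a four-parameter Hill equation.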
# BLM inh = blocks DNA unwinding by human BLM helicase; P54132; recombinant BLM DNA unwinding, fluorescence dequenching; Potency, µM (titrated, usually from 56.1 µM), without a hit: top-dose activity change, negative = inhibition, usual class: inhibitors; 0.2% of 350,000 active; AID 2528;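 further: potency means the concentration at half of the fitted maximal effect; plate controls were vehicle for no effect and no enzyme for full effect; nearly all actives have a fitted effect of over 35% in size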
# Pol iota inh = DNA polymerase iota (human) inhibition; Potency, µM (highest dose often 115 µM), for inactives: top-dose activity, negative = inhibition, actives largely listed as inhibitors; Q9UNA4; 1% of 390,000 active; Pol iota fluorescent replication assay, 10 min; further: potency means the concentration at half of the fitted maximal effect
#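 Fluorescent replication assay read twice, at 0 min and 10 min after adding 50 nM (final) substrate. Enzyme (10 nM) and compounds were first incubated 15 min at room temperature; enzyme-free buffer wells were negative controls.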
# The depositor's hits bear a star; i = inactive; ? = inconclusive; . = no result given; & = joins results of further samples; [ ] = another dose, or the depositor's remark. Unless noted, the call rests on the fitted dose curve; in most records, active means well fitted curve in the direction sought with a large enough effect; inconclusive means small, poorly fitted or top-dose-only effect, or another doubt; inactive means no such curve, though single readings can be large; an effect the other way counts as inactive or inconclusive. Some of the compounds tested. The share of hits here may be higher or lower than overall.
# Each structure is followed by: APE1 inh	ERG-DNA inh	TRHR agonist	Pol beta inh	12-LOX inh	Pol kappa inh	Apoferritin bind	BLM inh	Pol iota inh
CSCCC(NS(=O)(=O)c1ccccc1F)C(=O)NCCCn1nc(C)cc1C (centres undefined)
→ 5%	-13%	-0.3	.	6%	-8%	.	.	-2%
Cc1cc2oc(=O)c3c(c2cc1OC(=O)c1ccco1)CCCC3
→ -2%	-1%	-0.3	29%	3%	-7%	-12%	-1%	7%
O=C(CSc1ccccn1)Nc1ccc2c(c1)C(=O)c1ccccc1C2=O
→ ?	-3%	-0.2	8.9µM*	?	-24%	-2%	25µM*	3%
Cc1cccc(Cn2cccc2CNS(=O)(=O)c2ccccc2F)c1
→ .	-1%	-0.9	-26%	-22%	-9%[60.1 µM]	8%	-5%	?
COc1ccc(S(=O)(=O)N(CC(=O)Nc2cc(C)cc(C)c2)c2ccc(Cl)cc2)cc1
→ .	1%	-1.8	-26%	-28%	-7%	75%[activator]	-11%	8%
O=C(NCc1ccc(C(F)(F)F)cc1)C1CC(c2ccccc2[N+](=O)[O-])=NO1 (centres undefined)
→ -3%	-3%	0.4	?	-3%	1%	?	-5%	?
CC(=O)Oc1ccc(/C=N/NC(=S)Nc2ccccc2)cc1
→ -1%	1%	0.8	6%	-16%	-7%	-16%	-4%	17%
CC1CC(N(C(=O)C2CC2)c2ccccc2)c2ccccc2N1C(=O)C1CC1 (centres undefined)
→ -8%	-6%	-0.7	24%	0%	6%	-17%	-1%	3%
C/C(=N\Nc1ccc2nncn2n1)c1cccs1
→ -9%	9%	-1.0	5%	i	-8%	-3%	-4%	24%
Cc1ccc(C)c(S(=O)(=O)c2nnn3c2nc(N2CCOCC2)c2sccc23)c1
→ .	0%	-0.3	16%	-11%	3%	-37%	1%	29%
O=[N+]([O-])c1cccc(-c2nnc3c4ccccc4c4ccccc4n23)c1
→ -6%	-5%	0.4	?	13%	-2%	-8%	0%	?
COc1ccc(N=C2NC(=O)/C(=C\C=C\c3ccco3)S2)cc1
→ ?	-1%	-1.2	10µM*	?	?	?	18µM*	?
CCCc1nnc(NC(=O)CC(=O)OCC)s1
→ 4%	-19%	0.0	3%	0%	-11%	-14%	-1%	16%
CNC(=S)N/N=C/c1c(C)nn(-c2ccc(F)cc2)c1Cl
→ 16%	2%	-1.5	46%[activator]	-9%	-3%	6%	-11%	53%[activator]
Cc1cccc(NC(=O)CCCCCn2c(=O)[nH]c3ccsc3c2=O)c1
→ .	-3%	-0.5	-1%	-2%	-23%	-2%	-5%	-15%

# Next section:
# Each structure is followed by: APE1 inh	ERG-DNA inh	TRHR agonist	Pol beta inh	12-LOX inh	Pol kappa inh	Apoferritin bind	BLM inh	Pol iota inh
Cc1ccc(-c2cnc(NCc3c(F)cccc3Cl)n2C)cc1
→ .	-1%	-1.4	-4%	-13%	3%	-3%	-1%	-5%
CCCCn1c(=O)[nH]c(=O)c2c1nc(-c1ccc(OCCC)c(OCC)c1)n2CCOC
→ -1%	-7%	-0.4	14%	11%&0%	-3%	-6%	-8%	55%[activator]
CC(C)(C)/C(Cn1cncn1)=N\OC(=O)Nc1ccc(Cl)cc1
→ 12%	-7%	-0.3	33%	-8%	-1%	-15%	1%	7%
CCCCC(=O)Nc1ccc(NC(=O)c2ccc([N+](=O)[O-])cc2)cc1OC
→ -3%	0%	1.8	1%	9%	-34%	0%	-2%	13%
C=CCc1cccc(CNn2cnnc2)c1O
→ 4%	-5%	0.1	8%	23%	-7%	-7%	1%	26%
CC1CCN(C(=O)c2cc(Cl)nc3ccccc23)CC1
→ 8%	-6%	0.2	14%	-9%	-12%	4%	0%	15%
COC(=O)c1c(C)oc(C)c(C(=O)OC)c1=O
→ -4%	-2%	-0.6	1%	4%	-24%	-3%	1%	7%
O=C(NCC(c1ccco1)N1CCCC1)c1sc2ccccc2c1Cl (centres undefined)
→ 11%	-4%	0.1	-25%	-2%&3%	0%	-19%	4%	-13%
C[C@H](CO)N1C[C@H](C)[C@@H](CN(C)C(=O)Nc2ccccc2)Oc2ccc(NC(=O)CCC(F)(F)F)cc2C1=O
→ 34%	-6%	.	.	?	15%	.	.	31%[activator]
Cc1ccc(C(=O)c2c[nH]c(C(=O)NCc3cccnc3)c2)cc1
→ -10%	-4%	-1.3	-18%	-1%	-15%	6%	-4%	14%
C=CCNc1nc(N)c([N+](=O)[O-])c(N2CCCCCC2)n1
→ 7%	-1%	-0.3	25%	0%	-5%	?	-7%	140%[activator]
CC(=O)N1c2ccc(S(=O)(=O)N3CCN(c4ccc(C)cc4C)CC3)cc2CC1C (centres undefined)
→ .	2%	-0.7	-29%	0%	-11%	-17%	-9%	-17%
C/C(=N\NC(=O)c1cccc(N2CCCC2=O)c1)c1ccc(N)cc1
→ -3%	4%	0.4	?	14%	-14%	-11%	-2%	176%[activator]
Cc1ccc(C(=O)N2CCC(c3c[nH]c4ccccc34)(c3c[nH]c4ccccc34)CC2)cc1
→ .	0%	0.6	12%	?	-3%	10%	-8%	14%
Cc1cc(C(F)(F)F)n2[nH]c(=O)c(N=Nc3ccccc3)c2n1
→ 0%	9%	-1.0	-20%	-27%	?	-11%	3%	40µM*

# (continued)
# Each structure is followed by: APE1 inh	ERG-DNA inh	TRHR agonist	Pol beta inh	12-LOX inh	Pol kappa inh	Apoferritin bind	BLM inh	Pol iota inh
CCn1c(SCC(=O)Nc2cccc(NC(C)=O)c2)nnc1C(C)C
→ 10%	1%	0.3	8%	0%	-5%	6%	-1%	6%
Cc1ccc(-c2csc(NC(=O)c3cccc([N+](=O)[O-])c3)n2)cc1
→ 1%	-6%	.	?	-19%	-3%	-11%	0%	22%
C/C(=N\NC(=O)c1ccccc1C)c1cccnc1
→ 7%	6%	0.1	0%	9%	7%	-1%	-13%	0%
COc1ccc(OCC(O)CNC(=O)Nc2cccc3ccccc23)cc1 (centres undefined)
→ -10%	-4%	-0.8	22%	60%[activator]	-1%	10%	-4%	51%[activator]
COc1cc(C(=O)NCc2ccc(C)cc2)ccc1OCc1c(C)noc1C
→ -6%	7%	0.1	14%	14%	-3%	-15%	-3%	-5%
CCC(C)(C(=O)NC1CCCC1)N(C(=O)c1cnccn1)c1c(C)n(C)n(-c2ccccc2)c1=O (centres undefined)
→ -1%	-3%	1.0	-9%	.	-1%	-11%	2%	6%
COC(=O)c1ccc(CNC(=O)C2CCC(=O)N(C3CCCCCC3)C2)cc1 (centres undefined)
→ -12%	-6%	0.1	48%	-28%	-3%	-7%	-1%	17%
COc1ccc(NC(=O)CN2C(=O)NC(CC(C)C)C2=O)cc1S(=O)(=O)N1CCOCC1 (centres undefined)
→ 20%	7%	0.1	.	17%	14%	.	.	10%
CC1=Cc2ccccc2C(C#N)N1C(=O)c1ccccc1 (centres undefined)
→ -11%	4%	-0.3	-4%	7%	-7%	-5%	-19%	30%[activator]
Cc1cc(Cl)ccc1OCCSc1nnc(-c2cccs2)o1
→ .	-3%	0.0	-18%	0%	-17%	-5%	-13%	3%
COc1cccc(NC(=O)c2oc3ccc(S(=O)(=O)N(C)C4CCCCC4)cc3c2C)c1
→ .	-2%	0.7	5%	-14%	-13%[60.1 µM]	-6%	-10%	10%
CC(=O)NC(C)c1nc2ccccc2n1CC(=O)N1C(C)CCCC1C (centres undefined)
→ -1%	10%	0.2	1%	2%	-12%	-4%	-1%	56%[activator]
COc1cc(-c2cccc([C@H]3[C@@H]4C=CC[C@@H](C)[C@@H]4C(=O)N3Cc3ccccc3)c2)cc(OC)c1OC
→ ?	-3%	.	.	-28%	-1%	10%	-8%[75.6 µM]	23%
O=C(c1ccc2c3c(cccc13)C(=O)N(O)C2=O)N1CCCCC1
→ -3%	-7%	-0.4	2%	?	1%	-7%	3%	-4%
O=c1c2ccccc2nc(SCc2cccc(F)c2)n1-c1cccc(S(=O)(=O)N2CCCC2)c1
→ 1%	4%	0.0	-1%	-11%	-2%	-4%	-8%	21%

# A second format for two compounds above:
APE1 inh | ERG-DNA inh | TRHR agonist | Pol beta inh | 12-LOX inh | Pol kappa inh | Apoferritin bind | BLM inh | Pol iota inh | SMILES
? | -3% | . | . | -28% | -1% | 10% | -8%[75.6 µM] | 23% | COc1cc(-c2cccc([C@H]3[C@@H]4C=CC[C@@H](C)[C@@H]4C(=O)N3Cc3ccccc3)c2)cc(OC)c1OC
-3% | -7% | -0.4 | 2% | ? | 1% | -7% | 3% | -4% | O=C(c1ccc2c3c(cccc13)C(=O)N(O)C2=O)N1CCCCC1

# (further entries)
# Each structure is followed by: APE1 inh	ERG-DNA inh	TRHR agonist	Pol beta inh	12-LOX inh	Pol kappa inh	Apoferritin bind	BLM inh	Pol iota inh
Cc1cc(C)nc(SCc2c(F)cccc2Cl)n1
→ 31%	-4%	-0.8	-14%	15%	-10%	?	-10%	156%[activator]
CN(C)/C=C(\C(=O)c1ccccc1)c1nnnn1-c1ccccc1
→ 1%	8%	0.0	26%	6%	-4%	0%	-1%	1%[58.9 µM]
O=C(c1ccco1)N1CCN(C(c2ccccc2F)c2nnnn2Cc2cccs2)CC1 (centres undefined)
→ 14%	8%	-0.4	9%	?	9%	3%	0%	10%
Cc1ccc(NC(=S)N2CCC(c3nc4ccccc4s3)CC2)cc1
→ -9%	.	-0.2	5%	?	-9%	-11%	1%	0%
Cc1cc(C(=O)CSc2nc3ccccc3c(=O)[nH]2)c(C)n1C
→ -6%	-6%	-0.1	?	-16%	-11%	-7%	-6%	1%
Cc1cccc(C(=O)Nc2ccc(C(=O)/C=C/c3cccnc3)cc2)c1
→ 3%	-14%	-0.8	-9%	?	-16%	-18%	-15%	?
CCNC(=O)CCCOc1ccc(Cl)cc1Cl
→ -3%	-1%	-0.1	-8%	13%	-17%	-10%	1%	-3%[58.9 µM]
